GSK3 alpha inh: inhibitors of human GSK-3 alpha kinase; P49840; ADP-Glo luminescence, 60 min; inhibition, % at 10 µM; 320,000 tested, 0.1% active; AID 2650;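 in the data active = inhibition above about 50%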;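 note: GST-tagged GSK-3 alpha with peptide substrate and 25 µM ATP; 0% = DMSO neutral wells and 100% = GW8510 positive control wells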
Target sequence (P49840 whole entry, looked up): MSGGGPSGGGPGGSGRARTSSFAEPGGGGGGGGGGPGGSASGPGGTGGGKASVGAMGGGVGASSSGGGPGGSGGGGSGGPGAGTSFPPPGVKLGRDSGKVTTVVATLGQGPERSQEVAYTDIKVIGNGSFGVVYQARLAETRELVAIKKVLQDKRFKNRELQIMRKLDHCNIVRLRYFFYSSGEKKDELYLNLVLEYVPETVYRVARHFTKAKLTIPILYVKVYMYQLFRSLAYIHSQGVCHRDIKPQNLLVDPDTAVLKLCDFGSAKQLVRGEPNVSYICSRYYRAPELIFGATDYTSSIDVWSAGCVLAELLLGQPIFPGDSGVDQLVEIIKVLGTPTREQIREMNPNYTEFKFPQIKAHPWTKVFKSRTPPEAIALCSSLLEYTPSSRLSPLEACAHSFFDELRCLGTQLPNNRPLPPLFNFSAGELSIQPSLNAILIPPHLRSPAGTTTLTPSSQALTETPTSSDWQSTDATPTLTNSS
aSyn UTR inh: 5' untranslated region of α-synuclein, MLPCN primary screen | inhibition, % (tested at 7.5 µM) | alpha-synuclein 5'UTR reporter, inhibitor activity | AID 1813 | 300,000 tested, 0.82% active; in the data active = inhibition above about 60%;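 note: H4 neuroglioblastoma cells stably carrying SNCA 5'UTR luciferase fusion; 0% = DMSO wells and 100% = positive control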
HSF-1 act: increases HSF-1 driven luciferase reporter signal; NIH3T3-HGL HSF-1 luciferase reporter, MG132, 8 h; 100% = twice DMSO control signal; activation, % at 9 µM; 300,000 tested, 1.7% active;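 active = mean replicate activation of at least 50% with a set share of replicates each reaching 50%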;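 note: 0% = median of the neutral control wells and 100% = twice that signal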
IEC-6 tox: kills IEC-6 intestinal cells in KLF5 counter-screen; IEC-6 cytotoxicity, luminescence viability; inhibition, % at 5 µM; 290,000 tested, 0.78% active; AID 1825; in the data active = inhibition above about 22%;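 note: 0% = plate median of test compound wells and 100% = cytotoxic reference compound wells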
AI-2 QS mod: modulators of Vibrio harveyi AI-2 quorum sensing system; 300,000 tested, 0.4% active; Vibrio harveyi JMH597 AI-2 luminescence/OD600 ratio, 9 h; stronger effect = lower value; strain lacks LuxN and CqsS sensors; 0 = neutral-control median; activity change, % at 7.5 µM; in the data active = activity change below about -75%, passing the limit was not always enough;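 note: luminescence divided by OD600 gain over 9 h not by final OD600 alone; inactives centre near 13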
HIF activator: HIF pathway transcriptional activation. U2OS HRE-luciferase reporter, luminescence; normalized: DMSO 0%, desferrioxamine 100%. activation, % at 7.5 µM (by protocol). 300,000 tested, 0.32% active;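 active = mean activation of at least 10% of the iron chelator positive control signal, with at least half of replicates also reaching 10%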
HSP90 refold inh: HSP90 refolding inhibition in rabbit reticulocyte lysate; inhibition, % at 5.6 µM; luciferase refolding luminescence, 3 h; 290,000 tested, 0.91% active; AID 1789;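 active = inhibition above the screen-wide mean plus 3 SD, computed separately per campaign, cut at about 16% in these data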;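 note: 0% = DMSO wells and 100% = 60 µM geldanamycin wells; inhibitors lower the luminescence because luciferase stays unfolded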
KLF5 inh: kruppel-like factor 5 inhibition; 290,000 tested, 0.23% active; inhibition, % at 5 µM; DLD-1 KLF5 promoter-luciferase reporter, luminescence;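 active = inhibition above a per-plate limit of that plate's mean compound inhibition plus 3 SD, cut at about 60% in these data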;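 note: 0% = DMSO wells and 100% = LY294002 at 200 µM; higher means less KLF5 promoter-driven luciferase light; inactives centre near -14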
GSK3beta inhib: human GSK3beta kinase inhibition; P49841; GST-GSK3beta kinase, ADP-Glo luminescence, 60 min; stronger effect = lower value; activity score (negative = inhibition), % at 10 µM; 300,000 tested, 0.038% active; AID 2097;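 active = more than half of replicate wells score below -50%, meaning over 50% inhibition versus plate controls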;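 note: 0% = median DMSO wells and -100% = median GW8510 positive control wells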
Target sequence (P49841 whole entry, looked up): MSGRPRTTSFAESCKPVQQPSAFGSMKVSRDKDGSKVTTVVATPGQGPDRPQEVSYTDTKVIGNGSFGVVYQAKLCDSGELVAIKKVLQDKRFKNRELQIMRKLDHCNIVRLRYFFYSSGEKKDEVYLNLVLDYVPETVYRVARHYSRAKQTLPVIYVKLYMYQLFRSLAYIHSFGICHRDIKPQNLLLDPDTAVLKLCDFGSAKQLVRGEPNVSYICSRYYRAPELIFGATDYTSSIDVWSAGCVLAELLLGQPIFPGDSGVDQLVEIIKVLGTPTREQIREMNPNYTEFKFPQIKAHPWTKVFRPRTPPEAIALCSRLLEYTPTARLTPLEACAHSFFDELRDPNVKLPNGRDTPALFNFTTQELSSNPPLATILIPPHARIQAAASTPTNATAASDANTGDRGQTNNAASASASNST
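Assay system: GST-tagged human GSK3beta kinase, cell-free; Input: 1.6 ng GSK3beta; Medium: Tris/MgCl2 kinase buffer; Timing: 60 min enzyme reaction, room temperature; Signal: ADP-Glo luminescence quantifying ADP generated by kinase; Evaluation: score relative to plate controls; Benchmarks: DMSO neutral wells and GW8510 at 20 µM as positive.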
HSF1 inhib: HSF1 inhibition; NIH3T3-HGL HSE-luciferase, MG132-induced, luminescence 8 h; stronger effect = lower value; activity change, negative = inhibition, % at 7.5 µM (by protocol); 300,000 tested, 0.77% active;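 active = more than half of replicate wells show activity change below -50%, luminescence cut by over half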;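 note: luciferase reports HSF-1 transcriptional activity via heat shock element; 0% = median of DMSO wells and -100% = zero luminescence signal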
An asterisk follows results filed as active; . = no result given.

SMILES	GSK3 alpha inh	aSyn UTR inh	HSF-1 act	IEC-6 tox	AI-2 QS mod	HIF activator	HSP90 refold inh	KLF5 inh	GSK3beta inhib	HSF1 inhib
CN(C)S(=O)(=O)c1ccc(Cl)c(NC(=O)CN2CCN(c3ccccn3)CC2)c1	.	6	7	-14	4	2.3	0	-16	0	7
COc1ccc(N2CCN(C(=O)CCN3C(=O)c4ccccc4S3(=O)=O)CC2)cc1	1	.	.	3	4	.	-1	-12	1	.
Cc1nc2ccccn2c1CN(C)C(=O)C1CCC(=O)N(Cc2cccc(F)c2)C1 (stereo unspecified)	-1	-1	-8	-3	19	0.6	-4	-41	.	-5
O=C(N=C1SC2CS(=O)(=O)CC2N1c1ccccc1Cl)C1CCCO1 (stereo unspecified)	0	-1	3	7	6	0.4	-3	-8	2	-3
O=S(=O)(Nc1cccc(-c2cn3c(n2)SCC3)c1)c1ccccc1F	-3	20	-18	2	0	-0.1	4	-15	-2	-5
O=c1cc(-c2ccc(O)cc2)oc2c(O)c(O)c(O)c(O)c12	10	.	.	-9	.	.	1	-10	.	.
Cc1ccc(C2c3[nH]c4ccccc4c3C[C@H]3C(=O)N(c4ccccc4C(=O)NCCCN4CCOCC4)C(=O)N23)cc1 (stereo partly specified)	-4	20	4	1	17	0.1	-1	-14	4	1
Cc1ccccc1-n1nnnc1SCC(C)C	-2	-3	10	-6	6	-0.1	-2	-42	-3	4
O=C(CCCCC(=O)Nc1ccccc1Cl)Nc1ccccc1Cl	0	2	12	-6	22	-13	-4	-17	4	-5
NC(=O)c1ccccc1N/C=C/C(=O)c1ccc(Cl)cc1Cl	.	13	66*	7	17	0.1	12	-98	-2	20
COc1cccc(C(C)NC(=O)Nc2cc(Cl)ccc2OC)c1 (stereo unspecified)	2	.	.	-3	5	.	1	-27	-6	.
CCn1cc(CNC(=O)NC2CCCCC2)c(C)n1	-2	-44	6	0	6	1.7	2	-24	-3	10
COc1ccc(S(=O)(=O)Nc2ccc3c(c2)CCC3)cc1	-1	-15	-4	-2	19	0.1	-1	5	0	-6
Cc1[nH]n(-c2ccccc2)c(=O)c1C=NCc1ccncc1	-1	-17	1	-6	10	-0.3	-3	-23	-1	1
COc1cc(NC(=O)CSc2ncnc3c2cnn3Cc2ccccc2)cc(OC)c1	1	27	15	-4	7	0.5	2	-9	1	-1
CSc1nnc(C)c(/C=C/Nc2ccc(C)cc2)n1	2	34	22	6	16	0.3	-4	-15	-3	-3
CCOC(=O)c1cc(C#N)c(Oc2ccccc2OC)nc1-c1ccccc1	-1	-2	5	2	0	0.0	0	-9	0	9
O=C(O)c1ccc(N2C(=O)CC(SC(=Nc3ccccc3)Nc3ccccc3)C2=O)cc1 (stereo unspecified)	-6	0	13	-1	9	-0.1	-5	-22	3	-13
COc1cc(/C=C2\SC(N3CCC(C)CC3)=NC2=O)ccc1O	5	-2	46	4	26	0.3	1	-48	-2	12
O=C(NC1CCCCC1)N1CCN(CCc2ccccc2)CC1	0	11	0	1	26	-0.2	-3	-3	-4	-4
Cc1cccc(NC(=O)CSCC(=O)NNC(=O)c2ccoc2C)c1	3	0	-13	5	28	-16	-2	1	-1	-7
O=C(OCc1ccc(Br)cc1)c1cccc(S(=O)(=O)N2CCCC2)c1	-1	-15	-20	.	32	-0.2	.	.	-1	-1
CCOC(=O)CC1(c2ccc(OC)c(OC)c2)C(=O)c2ccccc2C1=O	-5	-28	1	5	23	-0.3	6	3	-5	-5
C/C(=N/N1CCN(c2ccccn2)CC1)c1cccc([N+](=O)[O-])c1	-1	2	21	-8	12	0.5	1	-29	1	-2
CC(=O)Oc1cccc(C(=O)Nc2cccc(C(=O)Nc3ccccc3C(=O)O)c2)c1	-6	-12	32	1	10	-0.8	-1	-6	1	5
Cc1ccc(/C=N/Nc2ccc(F)cc2)s1	-3	-36	-9	4	-7	0.0	1	2	-2	5
CC1CC(C)CN(c2ncc3c(n2)CC(c2ccccc2)CC3=O)C1 (stereo unspecified)	0	1	-5	-6	4	-0.2	-1	-24	2	4
CC[C@@H](C)[C@H](NC(=O)Cc1c(C)c2cc3c(C)coc3c(C)c2oc1=O)C(=O)O	-3	8	-9	-1	7	0.4	0	9	2	-2
COc1cccc(-c2cccc(NC(=O)C3CCN(Cc4nccs4)CC3)c2)c1	-6	20	24	0	16	1.0	-2	-29	1	1
COc1ccc(CC(O)CC2c3c(cc4c(c3OC)OCO4)CCN2C)cc1 (stereo unspecified)	-2	2	-10	-2	23	0.2	-2	-25	-4	-5
CCCN1C2CCCC1CC(NC(=O)c1cccc(OC)c1)C2 (stereo unspecified)	.	4	-22	5	-8	0.9	4	15	2	-4
Cc1ccc(-n2cnnn2)c(S(=O)(=O)N2CCOCC2)c1	-2	30	-2	-6	3	-0.2	-1	6	0	-3
COc1cccc(CNS(=O)(=O)c2cc(-c3cc(C)no3)ccc2C(C)C)c1	-2	18	7	3	26	-0.7	0	-18	3	-6
CC(C)(C)NC(=O)c1cccc(NC(=O)Cc2ccc(Br)cc2)c1	-1	9	5	-6	12	2.7	1	-17	14	5
CC(=O)Nc1ccc(NC(=O)c2cc[n+]([O-])cc2)cc1	-1	3	-11	-3	3	-16	-7	-2	0	-5
COCCNC(=S)N/N=C(\C)c1ccc(C)c([N+](=O)[O-])c1	5	14	10	2	20	0.3	4	-31	-4	-3
O=C(NC1CCCCC1)NC1(C(=O)N2CCN3CCCC3C2)CCCCC1 (stereo unspecified)	0	-18	6	-6	8	-1.0	13	1	-1	2
CCCCCCCCN1[C@@H](CC(=O)OC)c2cc(C(F)(F)F)ccc2S1(=O)=O	-2	15	0	.	-12	0.0	.	.	-2	8
COc1cc(-c2nc(CN3CCN(C(=O)c4ccco4)CC3)c(C)o2)ccc1F	0	-7	-9	2	14	0.6	-3	-33	-3	-6
COc1ccc(NC(=S)N2CCN(c3ccccn3)CC2)cc1	.	14	2	2	15	0.1	0	-18	1	-4
Cc1ccn(CC(=O)NC2CC(C)(C)Cc3c2cnn3-c2ccc(F)cc2)n1 (stereo unspecified)	-5	-28	2	-3	28	3.5	-6	-27	0	6
CNc1cc(C)nc(N2CCOCC2)n1	-4	-3	-9	3	7	0.1	9	-12	1	-5
COc1ccc(CCNC(=O)c2cc(-c3ccco3)on2)cc1OC	-2	-77	4	-14	12	17*	-1	-43	1	-4
O=C(NCC(O)c1ccccc1)Nc1cccs1 (stereo unspecified)	-1	-37	-2	2	17	1.5	4	-42	-4	-2
Cc1cc2nnc(SC(C)C#N)n2c2ccccc12 (stereo unspecified)	3	2	5	1	35	-0.7	5	-5	1	0
CCc1nnc(NC(=O)CC23CC4CC(CC(C4)C2)C3)s1	0	12	8	13	6	-0.3	1	-3	1	-3
Cc1cccc(OCC(=O)NCCNC(=O)c2cccnc2)c1	-4	-8	1	-2	27	0.6	-2	-3	4	-3
Cc1noc(/C=C/c2ccco2)c1S(=O)(=O)N1CCC(C(=O)N2CCc3ccccc3C2)CC1	-1	18	24	-4	26	-0.3	6	-12	2	12
CCCCn1c(NCc2ccccn2)nc2ccccc21	-2	-6	14	0	14	0.3	10	-31	-1	1
COc1cc(/C=N/n2c(-c3ccccc3)n[nH]c2=S)cc(OC)c1OC	1	5	46	9	8	0.2	0	-2	-1	18
O=C(Nc1ccon1)Nc1ccc(F)cc1F	-1	-11	-16	13	1	-0.3	5	-16	0	6
CC(C)(C)NC(=O)CN(Cc1ccc2c(c1)OCO2)C(=O)CCC(=O)Nc1nccs1	9	11	-17	1	5	-1.5	0	-10	-3	-7
CC(C)(C)c1ccc(C(=O)C2CCCN(C(=O)CN3CCCC3=O)C2)cc1 (stereo unspecified)	-5	-7	-14	1	16	0.4	-2	-16	4	7
O=C(NC1CCCCC1)C1CCC(CNS(=O)(=O)c2cccc3nsnc23)CC1 (stereo unspecified)	-3	6	1	10	-2	-0.2	3	-20	1	-3
CC1CC(C)CN(c2ncc3c(n2)CC(c2ccccc2Cl)CC3=O)C1 (stereo unspecified)	-2	7	0	3	1	0.1	4	12	0	-4
Cn1c(/C(C#N)=N/O)nc2ccccc21	-4	3	-5	3	5	-0.3	0	-7	4	2
Cc1ccc(NC(=O)C2C3C=CC4(O3)C2C(=O)N(CCCN2CCCC(C)C2)C4C(=O)NC2CCCCC2)cc1 (stereo unspecified)	-2	-3	12	-5	23	-0.1	3	-38	2	2
CN(Cc1ccc(Cl)cc1)C(=O)c1cc(S(=O)(=O)N2CCOCC2)ccc1N1CCCC1	-2	15	-3	.	25	0.2	.	.	0	-2
N#CCCN(Cc1ccccc1)C(=S)NC(=O)c1ccccc1	-1	14	-7	-2	20	0.0	0	-28	2	2
O=C(NCCS(=O)(=O)N1CCc2ccccc2C1)c1ccccc1	1	8	11	.	8	-19	.	.	2	11

Two records drawn at random from those above, as already listed:
SMILES	GSK3 alpha inh	aSyn UTR inh	HSF-1 act	IEC-6 tox	AI-2 QS mod	HIF activator	HSP90 refold inh	KLF5 inh	GSK3beta inhib	HSF1 inhib
CN(Cc1ccc(Cl)cc1)C(=O)c1cc(S(=O)(=O)N2CCOCC2)ccc1N1CCCC1	-2	15	-3	.	25	0.2	.	.	0	-2
Cc1noc(/C=C/c2ccco2)c1S(=O)(=O)N1CCC(C(=O)N2CCc3ccccc3C2)CC1	-1	18	24	-4	26	-0.3	6	-12	2	12

Next part:
SMILES	GSK3 alpha inh	aSyn UTR inh	HSF-1 act	IEC-6 tox	AI-2 QS mod	HIF activator	HSP90 refold inh	KLF5 inh	GSK3beta inhib	HSF1 inhib
O=C(Nn1c(SCc2cccc([N+](=O)[O-])c2)nc2ccccc2c1=O)c1ccccc1	-5	-145	27	0	37	1.7	7	-13	-3	4
CC1=C(C(=O)OC(C)C)C(c2ccncc2)n2ncnc2N1 (stereo unspecified)	0	2	-7	2	8	0.4	0	11	1	0
CCn1cc(C(=O)C(F)(F)F)c2ccccc21	0	-18	1	-6	19	-0.2	-7	10	0	-5
CCN(Cc1ccccc1)C(=O)C(=O)c1cn(CC(=O)N2CCCC2)c2ccccc12	0	-3	18	1	5	0.2	-2	-37	0	11
O=C(CCSc1nc2ccccc2o1)Nc1ccccc1	-1	-9	10	-2	5	-25	0	-35	-3	1
CNC(=O)c1csc(-c2ccccc2)n1	-3	8	-1	4	13	0.7	3	-7	0	4
O=C(NC(Nc1cc(C(F)(F)F)ccc1Cl)C(=O)c1ccccc1)c1ccccc1 (stereo unspecified)	-1	25	4	-5	4	0.7	-1	14	4	3
Cc1ccc(-c2nnc(N(C)C(=O)c3ccccn3)s2)cn1	0	-40	1	-1	5	0.4	3	-22	1	4
CC(=O)c1ccc(N=C2NC(=O)C(CO)(CO)S2)cc1	-2	-6	4	-5	3	-1.5	-2	-16	-1	-4
O=C(Nc1ncc(Cc2ccccc2Cl)s1)c1ccc(-c2cccc([N+](=O)[O-])c2)o1	-1	-8	6	1	7	0.0	0	4	2	-3
C/C(Cc1ccccc1)=N\NC(=O)C1CCCCC1	-4	-35	7	5	3	0.4	-2	1	3	2
